Source: PubChem BioAssay
PI4K2A block: blocks human PI4K2A kinase activity. Q9BTU6. purified PI4K2A, ADP-Glo luminescence, 1 h; stronger effect = lower value. activity change, negative = inhibition, % at 76.9 µM. 420,000 compounds, 0.13% hits. AID 1346378; in the data active means activity change below about -50%; inconclusive means mostly about -30% to -49%;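 further: -100% = wells without enzyme as full effect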
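PI4K2A activity was measured by ADP-Glo luminescence: enzyme (4 ug/mL stock) and phosphatidylinositol (1.2 mM stock) in Tris pH 7.5/MgCl2/EGTA/Triton X-100 buffer were reacted with ATP (300 microM stock) for one hour at ambient temperature.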
GLS inh: glutaminase GLS (human) inhibition; O94925; GLS enzymatic activity, qHTS titration; Potency, µM (series often up to 45.5 µM), without a hit: top-dose activity change, negative = inhibition, actives largely listed as inhibitors; 410,000 compounds, 0.21% hits; further: potency means the concentration at half of the fitted maximal effect; on the % scale 0 is the no-effect control and ±100 the full control effect
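Enzyme dispensed in phosphate buffer (45 mM, pH 8.2, 0.02% Tween-20), compounds pinned in, then 1 mM L-glutamine solution and the glutamate oxidase–HRP–Amplex Red mix added; fluorescence read immediately and again after 30 min at room temperature.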
G9a block: G9a (human) methyltransferase inhibition; Q96KQ7; G9a H3K9 monomethylation, AlphaScreen, 2 h; Potency, µM (series often up to 102 µM), inactives show at the highest dose activity, negative = inhibition, most hits filed as inhibitors; 350,000 compounds, 8.8% hits; AID 504332; further: potency means the concentration at half of the fitted maximal effect; on the % scale 0 is the no-effect control and ±100 the full control effect; nearly all actives have a fitted effect of over 75% in size
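Using a bead-based AlphaScreen, monomethylated H3K9 product from 2 h room-temperature reactions (G9a 20 nM, peptide 500 nM, SAM 20 uM) was detected with 0.5 ug/mL rabbit anti-H3K9me1 antibody.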
PGK inhibitor: blocks T. brucei phosphoglycerate kinase | 380,000 compounds, 0.043% hits | PGK/GAPDH coupled, Kinase-Glo luminescence, 60 min | Potency, µM (top dose mostly 57.5 µM), without a hit: top-dose activity change, negative = inhibition, actives largely listed as inhibitors | P07378; further: potency means the concentration at half of the fitted maximal effect; on the % scale 0 is the no-effect control and ±100 the full control effect; nearly all actives have a fitted effect of over 60% in size
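Luminescent ATP detection (Kinase-Glo Plus) follows a 60-minute room-temperature incubation, with wells lacking PGK as controls. Buffer: 100 mM TEA (pH 7.6), 5 mM MgCl2, 0.01% Tween-20. Coupling enzyme GAPDH (100 nM final) supplies unstable 1,3-BPG in-well.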
HP1b binding inh: inhibitors of HP1-beta chromodomain binding to methylated histone tails | P83916 | AlphaScreen HP1-beta / biotin-H3K9me3 peptide binding | Potency, µM (series often up to 114 µM), for the others: at the highest dose activity change, negative = inhibition, hits mostly inhibitors | 390,000 compounds, 0.56% hits; further: potency means the concentration at half of the fitted maximal effect; nearly all actives have a fitted effect of over 70% in size; inactives centre near 23
Target sequence (P83916 whole entry, looked up): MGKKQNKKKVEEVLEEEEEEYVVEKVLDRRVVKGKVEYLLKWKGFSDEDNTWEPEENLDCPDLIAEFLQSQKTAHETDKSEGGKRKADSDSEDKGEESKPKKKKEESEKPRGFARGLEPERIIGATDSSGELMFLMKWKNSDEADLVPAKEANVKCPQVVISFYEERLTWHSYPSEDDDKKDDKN
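Compound inhibition of the preformed complex between 50 nM HP1-beta and 50 nM biotinylated H3K9me3 peptide was read by AlphaScreen. Buffer was PBS pH 7.4 with 0.01% Tween-20. Incubations ran 30 min at room temperature, with 10 ug/mL donor/acceptor beads.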
JMJD2A Tudor inh: inhibitors of human JMJD2A Tudor domain. O75164. AlphaScreen JMJD2A-Tudor / H3K4me3 peptide binding. Potency, µM (doses to about 114 µM), for inactives: top-dose activity change, negative = inhibition, actives largely listed as inhibitors. 390,000 compounds, 4.4% hits; further: potency means the concentration at half of the fitted maximal effect; on the % scale 0 is the no-effect control and ±100 the full control effect; nearly all actives have a fitted effect of over 50% in size
Pin1 inhibitor: human Pin1 inhibition; Q13526; Pin1 FP peptide displacement, HiFluor488, 10 min; Potency, µM (top dose mostly 115 µM), for inactives: top-dose activity, negative = inhibition, actives largely listed as inhibitors; 390,000 compounds, 0.009% hits; active means well fitted inhibition curve with a large enough effect in the polarisation, with a control signal flat, not every such curve was filed as active; inconclusive means small, poorly fitted or top-dose-only effect, or effect the other way, or a change in a side signal; inactive means no such curve, though single readings can be large or run the other way; the % refers to the polarisation; further: potency means the concentration at half of the fitted maximal effect; on the % scale 0 is the no-effect control and ±100 the full control effect
Target sequence (Q13526 whole entry, looked up): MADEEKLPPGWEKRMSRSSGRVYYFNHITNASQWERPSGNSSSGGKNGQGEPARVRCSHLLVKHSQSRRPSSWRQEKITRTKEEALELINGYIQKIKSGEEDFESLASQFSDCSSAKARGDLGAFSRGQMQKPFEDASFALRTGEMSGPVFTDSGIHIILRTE
POLH inh: DNA polymerase eta (human) inhibition; Q9Y253; recombinant Pol eta, fluorescent DNA replication assay; Potency, µM (series often up to 114 µM), without a hit: at the top dose activity change, negative = inhibition, most hits filed as inhibitors; 390,000 compounds, 1.2% hits; further: potency means the concentration at half of the fitted maximal effect; on the % scale 0 is the no-effect control and ±100 the full control effect
Target sequence (Q9Y253 whole entry, looked up): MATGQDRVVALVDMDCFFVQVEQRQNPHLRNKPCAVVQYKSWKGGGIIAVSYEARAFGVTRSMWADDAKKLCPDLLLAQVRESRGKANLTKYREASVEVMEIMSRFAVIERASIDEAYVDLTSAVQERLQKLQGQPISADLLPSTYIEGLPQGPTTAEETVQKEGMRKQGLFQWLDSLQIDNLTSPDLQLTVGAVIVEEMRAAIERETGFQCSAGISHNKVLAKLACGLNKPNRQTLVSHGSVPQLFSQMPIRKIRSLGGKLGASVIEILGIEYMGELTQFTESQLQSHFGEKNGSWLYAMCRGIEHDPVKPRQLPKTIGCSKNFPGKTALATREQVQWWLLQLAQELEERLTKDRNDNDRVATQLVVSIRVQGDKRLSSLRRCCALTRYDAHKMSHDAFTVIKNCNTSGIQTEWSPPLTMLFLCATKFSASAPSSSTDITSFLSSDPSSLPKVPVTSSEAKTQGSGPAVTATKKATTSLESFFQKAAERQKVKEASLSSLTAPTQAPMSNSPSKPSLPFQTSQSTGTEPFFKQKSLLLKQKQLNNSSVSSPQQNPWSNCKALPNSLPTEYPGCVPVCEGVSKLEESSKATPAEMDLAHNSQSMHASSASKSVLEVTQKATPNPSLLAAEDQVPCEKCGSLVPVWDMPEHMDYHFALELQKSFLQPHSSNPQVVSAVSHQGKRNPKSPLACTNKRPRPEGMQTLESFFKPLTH
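Fluorescent replication assay: 50 nM final substrate added after a 15 min room-temperature compound preincubation with 10 nM enzyme. Signal taken at 0 min and again at 10 min.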
BAZ2B block: BAZ2B (human) inhibition; AID 504333; 360,000 compounds, 4.4% hits; Q9UIF8; Potency, µM (series often up to 114 µM), without a hit: at the top dose activity change, negative = inhibition, actives largely listed as inhibitors; AlphaScreen BAZ2B-H3K14Ac peptide displacement; further: potency means the concentration at half of the fitted maximal effect; on the % scale 0 is the no-effect control and ±100 the full control effect; nearly all actives have a fitted effect of over 60% in size
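Compounds, titrated to a top concentration of 110 uM, were incubated 30 min at room temperature with preformed BAZ2B/acetyl-K14 H3 peptide complex (50 nM each). Proximity signal was measured by AlphaScreen after 20 min with beads.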
* = called active by the depositor; i = inactive; ? = inconclusive; . = no result given; [ ] = dose if it differs, or a comment. Unless noted, the call rests on the fitted dose curve; in most records, active means well fitted curve in the direction sought with a large enough effect; inconclusive means small, poorly fitted or top-dose-only effect, or another doubt; inactive means no such curve, though single readings can be large; an effect the other way counts as inactive or inconclusive. These rows are one share of the data; count on the stated rates, not on these rows.

PI4K2A block	GLS inh	G9a block	PGK inhibitor	HP1b binding inh	JMJD2A Tudor inh	Pin1 inhibitor	POLH inh	BAZ2B block	SMILES
-15.3	-21.2%	11.2µM*	-6.9%	-9.2%	50.1µM*	8.5%	44.7µM*	?	COC(=O)C(C)Oc1ccc2c(c1)O/C(=C\c1ccco1)C2=O (centres undefined)
-3.0	-11.0%	?	-4.4%	42.8%[activator]	13.3%	6.8%	-0.7%	5.1%	Cc1ccc(-c2ccnc3c(Cl)c(C)nn23)cc1
2.0	-5.4%	21.5%[59 µM]	-5.7%	44.2%[activator]	-21.4%	2.7%	?	-10.1%	NC(=S)N/N=C/c1coc2c(ccc3ccccc32)c1=O
8.6	2.6%	.	i	37.8%	-2.7%	-11.8%	-12.0%	.	O=C1c2ccccc2C(=O)N1C1(C(=O)NC2(C(=O)O)CCCC2)CCCC1
-1.9	-15.6%	0.5%	i	13.2%	-2.5%	2.3%	-17.7%	-7.4%	O=C(O)c1c2c(nc3ccccc13)/C(=C/c1cccc([N+](=O)[O-])c1)CCC2
7.9	7.4%	1.9%[59 µM]	4.0%	6.4%	-3.8%	-1.8%	-6.4%	-1.7%	O=C(Oc1ccc2ccc(OC(=O)N3CCOCC3)cc2c1)N1CCOCC1
0.2	0.0%	?	9.0%	29.9%	-15.4%	-0.4%	8.6%	-17.6%	COc1ccc(N2CCN(c3cnc4ccccc4n3)CC2)cc1
1.4	?	4.47µM*	-3.5%	1.3%	10µM*	0.2%	-5.3%	-9.2%	C=CCn1c(-c2cccn(Cc3ccc(Cl)cc3)c2=O)n[nH]c1=S
6.8	0.0%	.	-8.9%	-7.5%	-28.3%	-6.3%	-25.5%	.	COc1ccccc1C(C(C(=O)c1ccccc1)N1CCOCC1)N1CCOCC1 (centres undefined)
-1.8	3.6%	38.8%[59 µM]	-5.7%	98.7%	38.1%[activator]	8.3%	-14.8%	.	COc1ccc(C2OC(=O)c3ccccc3S2)cc1 (centres undefined)

Whole records as entered above. Order of screens: PI4K2A block, GLS inh, G9a block, PGK inhibitor, HP1b binding inh, JMJD2A Tudor inh, Pin1 inhibitor, POLH inh, BAZ2B block
COc1ccc(C2OC(=O)c3ccccc3S2)cc1 (centres undefined) as listed: -1.8, 3.6%, 38.8%[59 µM], -5.7%, 98.7%, 38.1%[activator], 8.3%, -14.8%, .
COc1ccccc1C(C(C(=O)c1ccccc1)N1CCOCC1)N1CCOCC1 (centres undefined) as listed: 6.8, 0.0%, ., -8.9%, -7.5%, -28.3%, -6.3%, -25.5%, .
O=C(O)c1c2c(nc3ccccc13)/C(=C/c1cccc([N+](=O)[O-])c1)CCC2 as listed: -1.9, -15.6%, 0.5%, i, 13.2%, -2.5%, 2.3%, -17.7%, -7.4%

Next entries:
PI4K2A block	GLS inh	G9a block	PGK inhibitor	HP1b binding inh	JMJD2A Tudor inh	Pin1 inhibitor	POLH inh	BAZ2B block	SMILES
-5.3	-1.3%	.	-10.1%	.	.	.	-4.5%	.	COc1cc2c(c(Br)c1N)-c1cc(Br)c(N)cc1C2=O
3.0	2.6%	?	3.9%	20.5%	-10.6%	8.3%	-6.7%	-0.9%	CC(C)(C)S(=O)(=O)c1ccsc1C(=O)O
5.5	-10.4%	21.1%[12.7 µM]	i	49.4%[activator]	-6.8%	0.1%	-11.7%	2.7%	Cc1ccc(OCc2ccc(C(=O)NCC3CCCO3)cc2)cc1C (centres undefined)
-5.0	-1.6%	?	-2.1%	18.8%	-21.6%	-4.2%	-10.9%	7.6%	Cc1ccccc1C(=O)Nc1cc(S(=O)(=O)N2CCCCC2)ccc1N1CCN(C)CC1
6.2	1.4%	.	6.0%	14.5%	-8.3%	-5.0%	2.4%	.	C#Cc1cccc(N2C(=O)C3C4C=CC(C3C2=O)C2C(=O)N(c3cccc(C#C)c3)C(=O)C42)c1 (centres undefined)
-6.0	1.0%	50.1µM*	-0.2%	32.6%	-15.0%	-3.5%	-8.3%	0.5%	CCN(CCCNC(=O)CC1Oc2ccc(C)cc2NC1=O)Cc1ccccc1 (centres undefined)
-7.4	6.5%	-0.8%[59 µM]	-6.0%	13.0%	-21.3%	4.9%	2.2%	?	O=C(COC(=O)c1ccc(S(=O)(=O)NCc2ccco2)cc1)c1ccccc1
1.3	-7.5%	.	i	45.5%[activator]	-7.1%	-3.0%	-4.1%	-7.9%	Cn1c(=O)[nH]c(=O)c2c1nc(N1CCNCC1)n2Cc1ccccc1Cl
5.3	-0.9%	?	-1.5%	13.2%	-29.1%	-0.6%	?	-25.8%	NCCOc1ccc(C23CC4CC(CC(C4)C2)C3)cc1
-3.5	4.1%	-4.4%[59 µM]	-2.4%	20.7%	-30.8%	0.2%	-13.4%	-7.4%	C/C=C/C=N/Nc1nc(-c2ccc([N+](=O)[O-])cc2)cs1

Two compounds from above, showing only G9a block, PI4K2A block and GLS inh.
structure	G9a block	PI4K2A block	GLS inh
Cn1c(=O)[nH]c(=O)c2c1nc(N1CCNCC1)n2Cc1ccccc1Cl	.	1.3	-7.5%
Cc1ccccc1C(=O)Nc1cc(S(=O)(=O)N2CCCCC2)ccc1N1CCN(C)CC1	?	-5.0	-1.6%

Other entries.
PI4K2A block	GLS inh	G9a block	PGK inhibitor	HP1b binding inh	JMJD2A Tudor inh	Pin1 inhibitor	POLH inh	BAZ2B block	SMILES
0.5	-5.0%	?	3.0%	3.1%	15.8µM*	-8.7%	-17.7%	-2.5%	Cc1ccc(C(=O)NN2C(=O)c3ccc(S(=O)(=O)c4ccc(C(=O)O)cc4)cc3C2=O)cc1
7.5	-7.4%	0.6%	6.7%	39.9%[activator]	6.4%	23.6%	-8.4%	-3.7%	CCOC(=O)c1sc2nc(C)nc(Nc3ccc(OC)cc3)c2c1C
-3.4	-2.5%	19.3%	-6.6%	27.6%	-6.6%	-3.8%	-9.8%	-7.5%	c1ccc(Oc2cc(-n3cncn3)ncn2)cc1
1.4	1.8%	-33.7%	-2.6%	40.1%[activator]	-11.7%	3.6%	-18.7%	4.0%	CCCCNC(=O)C(=O)NCC1CCCN1S(=O)(=O)c1cccs1 (centres undefined)
-2.3	-19.9%	?	-1.9%	25.3%	-23.6%	7.2%	2.8%	-24.0%	O=C(COc1cc2oc(=O)c3c(c2cc1Cl)CCC3)Nc1ccccn1
-4.8	10.9%	11.2µM*	-3.7%	-22.5%	?	?	-4.7%	?	Cc1[nH]c2ccccc2c1C(c1ccncc1)N1CCN(c2ccccc2F)CC1 (centres undefined)
1.5	-10.7%	18.0%[59 µM]	-0.3%	20.3%	-32.3%	-0.7%	-19.2%	-2.0%	CC(=O)OCC(OC(C)=O)C(OC(C)=O)C(OC(C)=O)C(=O)Nc1cccc(C)c1 (centres undefined)
3.8	3.6%	27.6%[59 µM]	-2.1%	14.9%	-14.5%	3.4%	-8.1%	-24.8%	COc1ccc(/C=N/NC(=O)Cn2nnc3ccccc32)cc1OC
-3.9	10.3%	3.3%	-1.2%	32.2%	-2.7%	-1.5%	-12.8%	-27.0%	CCOC(=O)CN1C2=NCCCN2c2ccccc21
-1.3	0.7%	42.6%[12.7 µM]	-5.6%	33.0%	-7.7%	1.8%	-12.5%	21.5%	COc1ccc(OC)c(Cc2nnc(CCC(=O)NC3C4CC5CC(C4)CC3C5)o2)c1 (centres undefined)
0.2	-6.5%	39.8µM*	.	22.1%	-11.1%	3.1%	-6.3%	-2.4%	CSc1ccccc1C(=O)Nc1cc(C)ccc1C
2.0	-0.6%	18.1%	.	33.7%	-12.4%	0.6%	-22.2%	-9.8%	O=C(CS(=O)c1ccc(Br)cc1)N1CCOCC1 (centres undefined)
-10.2	12.8%	26.3%	-0.3%	13.0%[57 µM]	-17.1%	9.0%	-7.4%	-13.9%	O=C(CCCCCn1c(=S)[nH]c2cc3c(cc2c1=O)OCO3)NCCc1ccccc1
8.1	-4.5%	22.2%	-2.6%	26.7%	-3.4%	1.1%	-4.5%	-17.3%	COc1ccc(C(=O)NC2CC2)cc1OC1CCN(Cc2ccccc2F)CC1
-8.5	4.6%	-8.7%[59 µM]	-6.8%	26.8%	19.9%	-2.8%	-21.9%	19.9%	O=C(Nc1ccccc1)OCCOc1ccccc1
1.0	7.6%	-2.0%[59 µM]	-6.3%	23.1%	-7.7%	23.1%	-19.3%	-15.4%	Cc1cccc(Cn2c(CN3CCC(C(=O)NCc4ccccc4Cl)CC3)cc3ccccc32)c1
2.1	-1.2%	6.7%	i	43.5%[activator]	0.0%	6.9%	0.8%	7.6%	COCCNC(=O)CN(C(=O)CCC(=O)Nc1cc(C)on1)c1ccc(C)cc1C
1.5	-7.3%	-12.4%	-7.6%	56.7%[activator]	4.6%	-3.6%	-8.1%	13.3%	CC(CCc1ccccc1)NS(=O)(=O)c1ccccc1Cl (centres undefined)
-1.0	1.7%	-49.8%	5.3%	23.8%	-35.1%	-8.9%	1.5%	-27.5%	CC(NC(=O)Nc1cccc([N+](=O)[O-])c1)c1ccc2c(c1)OCO2 (centres undefined)
1.6	4.3%	-4.8%[59 µM]	-5.4%	23.1%	6.9%	2.0%	-13.2%	-1.4%	CN(C(=O)CSc1nc2ccccc2[nH]1)c1ccc(F)cc1
2.7	17.9%	-3.3%	i	18.8%	-14.1%	-3.1%	-17.1%	9.4%	CC(C)CC(OC(=O)c1nsc(Cl)c1Cl)C(=O)NCC1CCCO1 (centres undefined)
-19.4	-14.8%	?	0.5%	22.9%	-10.3%	5.2%	-0.2%	-27.0%	O=C(CN1CCN(Cc2ccccc2)CC1)Nc1ccc2c(c1)CCC2
3.0	-1.3%	3.1%[59 µM]	i	3.2%	-15.4%	-17.2%	0.0%	3.9%	COCCCNC(=O)Cn1cnc2sc(C)c(S(=O)(=O)N3CCC(C)CC3)c2c1=O
